# TcdB GH inh: TcdB glycohydrolase inhibitors, primary screen, biochemical, single point, plate reader | AID 652162, 2013 | 350,000 tested, 0.24% active | TcdB glycohydrolase enzymatic assay | Toxin B (Clostridioides difficile), P18177 | inhibition, % at 9.99 µM; in the data active means inhibition above about 10%
# Target sequence (P18177 whole entry, looked up): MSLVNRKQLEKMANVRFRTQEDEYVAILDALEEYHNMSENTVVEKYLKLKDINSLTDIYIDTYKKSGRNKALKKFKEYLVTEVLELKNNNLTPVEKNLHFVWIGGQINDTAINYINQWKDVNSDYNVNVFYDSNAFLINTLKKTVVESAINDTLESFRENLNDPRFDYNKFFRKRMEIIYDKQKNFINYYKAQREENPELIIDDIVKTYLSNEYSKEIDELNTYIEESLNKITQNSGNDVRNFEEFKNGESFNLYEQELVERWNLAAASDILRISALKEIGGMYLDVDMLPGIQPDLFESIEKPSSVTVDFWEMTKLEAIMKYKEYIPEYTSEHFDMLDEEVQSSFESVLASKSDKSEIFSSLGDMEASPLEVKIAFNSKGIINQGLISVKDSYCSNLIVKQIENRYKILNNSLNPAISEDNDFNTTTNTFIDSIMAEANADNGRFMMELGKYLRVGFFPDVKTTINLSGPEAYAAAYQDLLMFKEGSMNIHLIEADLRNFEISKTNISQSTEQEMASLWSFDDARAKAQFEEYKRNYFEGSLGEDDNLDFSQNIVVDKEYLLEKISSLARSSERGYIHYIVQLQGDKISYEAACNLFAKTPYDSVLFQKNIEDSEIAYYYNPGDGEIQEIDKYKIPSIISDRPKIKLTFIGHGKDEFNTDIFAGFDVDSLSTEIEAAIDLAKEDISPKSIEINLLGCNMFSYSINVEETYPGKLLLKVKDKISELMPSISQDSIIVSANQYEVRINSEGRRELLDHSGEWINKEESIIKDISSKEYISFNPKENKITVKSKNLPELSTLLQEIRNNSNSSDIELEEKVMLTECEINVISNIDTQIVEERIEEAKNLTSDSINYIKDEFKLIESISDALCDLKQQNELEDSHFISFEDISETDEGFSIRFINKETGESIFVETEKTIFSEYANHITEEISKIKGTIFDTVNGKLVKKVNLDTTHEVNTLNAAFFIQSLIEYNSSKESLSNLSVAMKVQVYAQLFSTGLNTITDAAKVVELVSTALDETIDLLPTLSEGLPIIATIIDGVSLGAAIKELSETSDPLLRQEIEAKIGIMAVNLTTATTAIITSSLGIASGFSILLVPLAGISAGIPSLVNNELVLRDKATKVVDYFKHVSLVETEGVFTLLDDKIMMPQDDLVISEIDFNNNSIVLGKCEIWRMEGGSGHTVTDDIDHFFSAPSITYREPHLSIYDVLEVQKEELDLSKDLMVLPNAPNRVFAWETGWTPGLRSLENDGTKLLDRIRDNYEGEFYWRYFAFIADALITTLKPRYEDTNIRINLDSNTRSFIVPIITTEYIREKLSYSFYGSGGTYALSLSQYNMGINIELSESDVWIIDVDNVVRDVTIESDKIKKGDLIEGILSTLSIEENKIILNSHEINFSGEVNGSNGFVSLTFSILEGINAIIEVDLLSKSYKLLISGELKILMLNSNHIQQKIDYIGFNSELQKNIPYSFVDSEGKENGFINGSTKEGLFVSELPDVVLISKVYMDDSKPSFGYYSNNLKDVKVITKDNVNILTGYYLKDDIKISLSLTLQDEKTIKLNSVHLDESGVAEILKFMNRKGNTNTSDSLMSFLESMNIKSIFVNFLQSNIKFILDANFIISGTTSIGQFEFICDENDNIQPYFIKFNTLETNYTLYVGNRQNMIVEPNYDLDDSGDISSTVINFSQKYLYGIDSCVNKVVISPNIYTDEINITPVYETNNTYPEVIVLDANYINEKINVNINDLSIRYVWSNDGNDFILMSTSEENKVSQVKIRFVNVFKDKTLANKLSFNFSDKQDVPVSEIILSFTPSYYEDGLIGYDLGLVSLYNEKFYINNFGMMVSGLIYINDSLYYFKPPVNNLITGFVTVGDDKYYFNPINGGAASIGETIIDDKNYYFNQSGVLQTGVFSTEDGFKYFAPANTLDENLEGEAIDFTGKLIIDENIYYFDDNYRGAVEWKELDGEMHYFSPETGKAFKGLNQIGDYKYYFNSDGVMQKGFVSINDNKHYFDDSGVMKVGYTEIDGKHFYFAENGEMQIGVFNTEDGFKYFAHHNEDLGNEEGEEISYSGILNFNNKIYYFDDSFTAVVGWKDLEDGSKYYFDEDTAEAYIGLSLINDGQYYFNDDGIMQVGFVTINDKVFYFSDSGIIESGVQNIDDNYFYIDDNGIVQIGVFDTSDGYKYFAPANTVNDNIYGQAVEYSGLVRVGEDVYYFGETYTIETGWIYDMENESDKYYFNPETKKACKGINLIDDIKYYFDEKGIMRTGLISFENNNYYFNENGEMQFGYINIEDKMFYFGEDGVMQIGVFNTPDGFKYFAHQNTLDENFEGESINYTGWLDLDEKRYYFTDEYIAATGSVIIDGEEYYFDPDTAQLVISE
# Starred values were filed as active, the others as inactive. Some of the compounds tested; the hit share may differ from the screen's.
SMILES,TcdB GH inh
COC(=O)C[C@H]1CC[C@H]2[C@@H](COc3ccc(NC(=O)Nc4c(C)noc4C)cc3C(=O)N2C)O1,0.2
C[C@@H]1CCCCO[C@@H](CN(C)S(=O)(=O)c2cccs2)[C@H](C)CN([C@@H](C)CO)C(=O)c2cc(N(C)C)ccc2O1,-12
O=C(C[C@@H]1CC[C@H](NC(=O)C2CCC2)[C@H](CO)O1)NCc1ccccc1Cl,-0.7
C[C@@H]1CCCCO[C@@H](CN(C)CC2CCCCC2)[C@H](C)CN([C@H](C)CO)C(=O)c2cc(NS(C)(=O)=O)ccc2O1,-2.4
O=C(C[C@H]1CC[C@H]2[C@@H](COC[C@@H](O)CN2C(=O)Nc2ccc(F)cc2)O1)NCC1CC1,0.8
O=C(NCC1CCCCC1)[C@@H]1[C@@H](CO)[C@@H]2Cn3c(ccc(-c4ccncc4)c3=O)[C@H]1N2,0.4
COc1ccc2c3c([nH]c2c1)[C@H](CO)N(C(=O)Cc1ccccc1)CC31CN(C)C1,0.1
CO[C@@H]1CN(C)C(=O)c2cc(NC(=O)Nc3cc(F)ccc3F)ccc2OC[C@H](C)NC[C@H]1C,-2.8
C[C@@H]1CN([C@H](C)CO)C(=O)c2cccc(NC(=O)C3CCOCC3)c2O[C@H]1CN(C)S(=O)(=O)c1cccs1,-0.9
CC(=O)N1CCCCN2[C@H](CO)[C@H](c3ccc(-c4ccccc4)cc3)[C@H]2C1,-7.3
CCCC(O)C#Cc1cnc2c(c1)C(=O)N([C@H](C)CO)C[C@H](C)[C@H](CN(C)Cc1ccncc1)O2 (stereo partly specified),-1.0
Cc1ccc(S(=O)(=O)N(C)C[C@@H]2Oc3ccc(NC(=O)CCC(F)(F)F)cc3C(=O)N([C@H](C)CO)C[C@H]2C)cc1,0.8
COc1ccc(S(=O)(=O)N(C)C[C@H]2Oc3ccc(NC(=O)Nc4cccc5ccccc45)cc3CC(=O)N([C@H](C)CO)C[C@@H]2C)cc1,-3.7
COc1ccc(CN(C)C[C@H]2OCCCC[C@H](C)Oc3ccc(NC(=O)c4ccncc4)cc3C(=O)N([C@@H](C)CO)C[C@@H]2C)cc1,-0.5
COC(=O)[C@@H]1[C@@H](CO)[C@@H]2Cn3c(cccc3=O)[C@@H]2N1CC1CC1,-1.1

# Some of the entries above, set out differently:
mol | TcdB GH inh
COC(=O)C[C@H]1CC[C@H]2[C@@H](COc3ccc(NC(=O)Nc4c(C)noc4C)cc3C(=O)N2C)O1 | 0.2
C[C@@H]1CCCCO[C@@H](CN(C)S(=O)(=O)c2cccs2)[C@H](C)CN([C@@H](C)CO)C(=O)c2cc(N(C)C)ccc2O1 | -12
O=C(C[C@@H]1CC[C@H](NC(=O)C2CCC2)[C@H](CO)O1)NCc1ccccc1Cl | -0.7
C[C@@H]1CCCCO[C@@H](CN(C)CC2CCCCC2)[C@H](C)CN([C@H](C)CO)C(=O)c2cc(NS(C)(=O)=O)ccc2O1 | -2.4
O=C(C[C@H]1CC[C@H]2[C@@H](COC[C@@H](O)CN2C(=O)Nc2ccc(F)cc2)O1)NCC1CC1 | 0.8
O=C(NCC1CCCCC1)[C@@H]1[C@@H](CO)[C@@H]2Cn3c(ccc(-c4ccncc4)c3=O)[C@H]1N2 | 0.4
COc1ccc2c3c([nH]c2c1)[C@H](CO)N(C(=O)Cc1ccccc1)CC31CN(C)C1 | 0.1
CO[C@@H]1CN(C)C(=O)c2cc(NC(=O)Nc3cc(F)ccc3F)ccc2OC[C@H](C)NC[C@H]1C | -2.8
C[C@@H]1CN([C@H](C)CO)C(=O)c2cccc(NC(=O)C3CCOCC3)c2O[C@H]1CN(C)S(=O)(=O)c1cccs1 | -0.9
CC(=O)N1CCCCN2[C@H](CO)[C@H](c3ccc(-c4ccccc4)cc3)[C@H]2C1 | -7.3
CCCC(O)C#Cc1cnc2c(c1)C(=O)N([C@H](C)CO)C[C@H](C)[C@H](CN(C)Cc1ccncc1)O2 (stereo partly specified) | -1.0
Cc1ccc(S(=O)(=O)N(C)C[C@@H]2Oc3ccc(NC(=O)CCC(F)(F)F)cc3C(=O)N([C@H](C)CO)C[C@H]2C)cc1 | 0.8
COc1ccc(S(=O)(=O)N(C)C[C@H]2Oc3ccc(NC(=O)Nc4cccc5ccccc45)cc3CC(=O)N([C@H](C)CO)C[C@@H]2C)cc1 | -3.7

# (more compounds)
SMILES,TcdB GH inh
C[C@H]1CN([C@@H](C)CO)C(=O)Cc2cc(NC(=O)CCCN(C)C)ccc2O[C@H]1CN(C)S(=O)(=O)c1ccccc1,-2.0
C[C@@H](NC(=O)C[C@H]1C=C[C@@H](NC(=O)C2CC2)[C@@H](CO)O1)c1ccccc1,0.0
COc1ccc(CN(C)C[C@H]2Oc3ccc(NC(=O)CCC(F)(F)F)cc3CC(=O)N([C@H](C)CO)C[C@@H]2C)cc1,0.5
CC=Cc1ccc2n(c1=O)C[C@@H]1[C@@H](CO)[C@H](C(=O)N(C)C)[C@H]2N1CCc1ccccc1 (mixture of isomers),-0.2
O=C(C[C@@H]1CC[C@H]2[C@@H](COC[C@H](O)CN2C(=O)Nc2ccccc2)O1)NCc1ccccc1F,0.0
C[C@H](CO)N1C[C@H](C)[C@@H](CN(C)S(=O)(=O)c2ccccc2)Oc2c(NS(=O)(=O)c3ccc(Cl)cc3)cccc2C1=O,1.5
COCC(=O)N1C[C@H](C)[C@H](OC)CN(C)C(=O)c2ccc(NC(=O)C3CCC3)cc2OC[C@H]1C,1.1
O=C(Nc1cccc(Cl)c1)N[C@H]1CC[C@@H](CCNC(=O)C2CCOCC2)O[C@H]1CO,0.3
O=C(Nc1ccc(F)cc1)N1CCCCN2[C@H](CO)[C@@H](c3ccc(-c4ccccc4F)cc3)[C@H]2C1,0.1
O=C(C1CCC1)N1CC(=O)N2[C@H](CO)[C@H](c3ccc(Br)cc3)[C@@H]2C1,-0.1
CN(C)C(=O)[C@H]1[C@H](CO)[C@H]2Cn3c(ccc(-c4cncnc4)c3=O)[C@H]2N1Cc1cc(F)ccc1F,-0.5
CC(C)NC(=O)Nc1cccc2c1O[C@H](CN(C)Cc1ccc(C(F)(F)F)cc1)[C@H](C)CN([C@@H](C)CO)C2=O,0.5
C[C@@H]1CN([C@H](C)CO)C(=O)c2cccc(NC(=O)Nc3ccc(F)cc3)c2O[C@H]1CN(C)Cc1ccccc1,0.3
CC(C)c1cn([C@H]2C[C@@H]3O[C@H](CO)CC[C@@H]3O[C@@H]2CCc2ccc(C#CC3(O)CCCC3)cc2)nn1,0.6
CC(C)[C@@H](C)NC(=O)N(C)C[C@H]1OCc2ccccc2-c2ccccc2C(=O)N([C@@H](C)CO)C[C@@H]1C,0.5
C[C@H]1CN([C@@H](C)CO)C(=O)Cc2cc(NS(=O)(=O)c3ccccc3)ccc2O[C@@H]1CN(C)C(=O)Nc1ccc(F)cc1,0.3
COCC#Cc1cnc2c(c1)C(=O)N([C@H](C)CO)C[C@H](C)[C@H](CN(C)C(=O)Nc1c(C)noc1C)O2,-4.3
COc1ccc(NC(=O)Nc2cccc3c2O[C@H](CN(C)Cc2ccc(C(=O)Nc4ccccc4N)cc2)[C@H](C)CN([C@@H](C)CO)C3=O)cc1,-2.9
COc1ccccc1C#Cc1ccc([C@H]2[C@H]3CN(C(=O)C4CC4)CCCCN3[C@H]2CO)cc1,-7.1
O=C(c1cccc(F)c1)N1CCCCN2[C@H](C1)[C@@H](c1ccc(-c3ccncc3)cc1)[C@@H]2CO,-2.0
C[C@@H]1CN([C@H](C)CO)C(=O)c2cc(NC(=O)C3CCCCC3)ccc2O[C@H]1CN(C)C(=O)Nc1ccccc1,0.5
C[C@@H]1CN([C@@H](C)CO)C(=O)Cc2cc(NS(=O)(=O)c3ccccc3)ccc2O[C@@H]1CN(C)S(=O)(=O)c1ccccc1,2.2
Cc1noc(C)c1NC(=O)N(C)C[C@H]1Oc2ccc(NC(=O)NC3CCCCC3)cc2CC(=O)N([C@H](C)CO)C[C@@H]1C,-0.3
C[C@H]1CN([C@@H](C)CO)C(=O)c2cccc(NC(=O)c3ccc(-c4nccs4)cc3)c2O[C@H]1CN(C)S(=O)(=O)c1ccc(Cl)cc1,-1.1
C[C@@H]1CN([C@H](C)CO)C(=O)c2cccc(NC(=O)Nc3ccc(F)cc3)c2O[C@H]1CN(C)Cc1ccc(C(=O)O)cc1,0.0
CC(C)c1cn(CC[C@H]2CC[C@@H](NC(=O)c3cccc(F)c3)[C@@H](CO)O2)nn1,-1.1
CCC(=O)N1[C@H](C(=O)NCCCN(C)C)[C@@H](CO)[C@@H]2Cn3c(ccc(-c4ccccc4OC)c3=O)[C@@H]21,1.1
C/C=C/c1ccc2c(c1)O[C@H](CN(C)C(=O)Nc1ccc(OC)cc1)[C@@H](C)CN([C@H](C)CO)S2(=O)=O,1.5
CCS(=O)(=O)N[C@H]1C=C[C@@H](CC(=O)NCc2ccc(F)cc2)O[C@H]1CO,0.6
CNC(=O)C[C@@H]1CC[C@H]2[C@@H](COC[C@@H](O)CN2Cc2ccc(C(F)(F)F)cc2)O1,0.1
C[C@H](CO)N1C[C@H](C)[C@H](CN(C)C(=O)NC2CCCCC2)OCc2ccccc2-c2ccccc2C1=O,-0.2
Cc1noc(C)c1S(=O)(=O)Nc1ccc2c(c1)C(=O)N([C@@H](C)CO)C[C@H](C)[C@@H](CN(C)S(=O)(=O)c1ccc(Cl)cc1)OCCCC[C@H](C)O2,0.9
COCC(=O)Nc1ccc2c(c1)OC[C@H](C)N(CCC(F)(F)F)C[C@H](C)[C@H](OC)CN(C)C2=O,-0.4
CCS(=O)(=O)N1CC(=O)N2[C@H](CO)[C@@H](c3ccc(C#CC4CCCC4)cc3)[C@@H]2C1,1.0
COCC(=O)N1C[C@H]2[C@@H](c3ccccc31)[C@@H](CO)N2Cc1ccccc1Cl,-1.5
C[C@H](CO)N1C[C@H](C)[C@H](CN(C)C(=O)Nc2cc(F)ccc2F)Oc2cc(-c3cccc(C#N)c3)ccc2S1(=O)=O,-2.1
CO[C@H]1CN(C)C(=O)c2cc(NC(=O)Nc3cccc(F)c3)ccc2OC[C@@H](C)N(C(C)=O)C[C@H]1C,-0.9
O=C(C[C@@H]1C[C@@H]2c3cc(NC(=O)C4CCOCC4)ccc3O[C@@H]2[C@H](CO)O1)NCc1ccc(Oc2ccccc2)cc1,-0.4
CN(C)C(=O)c1ccc(-c2ccc3c(c2)[C@H]2[C@H](CCN2C(=O)C2CCOCC2)[C@H](CO)N3C)cc1,-2.6
C[C@@H]1CN([C@@H](C)CO)C(=O)Cc2cc(N(C)C)ccc2O[C@@H]1CN(C)C(=O)Nc1ccc(F)cc1,-5.3
CCCNC(=O)N[C@H]1CC[C@H](CCn2cc(-c3cccc(F)c3)nn2)O[C@@H]1CO,0.6
O=C(Nc1ccc(F)cc1)N[C@@H]1C=C[C@@H](CC(=O)N2CCOCC2)O[C@@H]1CO,0.3
C[C@@H]1CCCCO[C@@H](CN(C)C(=O)c2ccccc2)[C@H](C)CN([C@@H](C)CO)C(=O)c2cc(NS(C)(=O)=O)ccc2O1,-0.6
CCN1[C@@H]2c3ccc(C4=CCCCC4)c(=O)n3C[C@H]1[C@H](CO)[C@H]2C(=O)N1CCOCC1,1.4
C[C@@H]1CN([C@@H](C)CO)C(=O)c2cc(N(C)C)ccc2O[C@@H](C)CCCCO[C@H]1CN(C)Cc1ccncc1,-25
C[C@H]1CN([C@@H](C)CO)C(=O)c2cc(NC(=O)CCC(F)(F)F)ccc2O[C@H]1CN(C)Cc1ccc(C(=O)Nc2ccccc2N)cc1,1.2
CN(C)CC(=O)N[C@H]1C=C[C@H](CC(=O)O)O[C@H]1CO,-2.6
N#C[C@@H]1N[C@H](CO)[C@H]1c1ccc(C2=CCCC2)cc1,0.5
CC(C)NC(=O)NCC[C@H]1CC[C@H](NS(=O)(=O)c2ccccc2)[C@H](CO)O1,0.3
CO[C@@H]1CN(C)C(=O)c2cc(NS(=O)(=O)c3cn(C)cn3)ccc2OC[C@@H](C)NC[C@@H]1C,-0.7
CCS(=O)(=O)Nc1ccc2c(c1)C(=O)N(C)C[C@@H](OC)[C@H](C)CN(C(=O)C1CCC1)[C@H](C)CO2,-0.4
CCc1nc(N2[C@H](C#N)[C@@H](c3ccccc3-c3ccc(F)cc3)[C@H]2CO)sc1C,0.2
COCC#Cc1ccc(CC[C@H]2O[C@H]3CC[C@H](CO)O[C@H]3C[C@H]2NC(=O)Nc2c(C)noc2C)cc1,0.2
C[C@@H]1CN([C@H](C)CO)C(=O)c2ccccc2-c2ccccc2CO[C@@H]1CN(C)Cc1cccc(O)c1,0.8
Cc1ccccc1-c1cnc2c(c1)C(=O)N([C@H](C)CO)C[C@@H](C)[C@@H](CN(C)Cc1ccncc1)O2,1.0
CCCNC(=O)N1[C@H](CO)[C@@H](c2ccccc2)C12CN(C(=O)C1CCCCC1)C2,0.4
CN1C(=O)c2cc(NS(=O)(=O)c3ccc(Cl)cc3)ccc2OC[C@@H]2O[C@@H](CC(=O)N3CCc4ccccc4C3)CC[C@H]21,-0.7
CO[C@H]1CN(C)C(=O)c2ccc(NS(=O)(=O)c3ccc(-c4ccccc4)cc3)cc2OC[C@@H](C)NC[C@@H]1C,0.0
C[C@H]1CN([C@@H](C)CO)S(=O)(=O)c2ccc(C#Cc3ccncc3)cc2O[C@@H]1CN(C)C,-2.3
CC(C)NC(=O)N(C)C[C@@H]1Oc2ccc(NS(C)(=O)=O)cc2C(=O)N([C@@H](C)CO)C[C@H]1C,0.0
# (list continues)
SMILES,TcdB GH inh
Cc1ccccc1S(=O)(=O)N1CC(=O)N2[C@@H](CO)[C@H](c3ccc(C#CCN(C)C)cc3)[C@@H]2C1,-0.3
C[C@@H]1CN([C@H](C)CO)C(=O)c2cccc(NC(=O)NC3CCCCC3)c2O[C@H]1CN(C)Cc1ccncc1,-2.1
CC(C)NC(=O)N1[C@H](CO)[C@@H](c2ccccc2)C12CN(C(=O)Cc1cccnc1)C2,0.4
C[C@@H]1CCCCO[C@H](CN(C)C)[C@@H](C)CN([C@H](C)CO)C(=O)c2cc(NS(=O)(=O)c3ccccc3)ccc2O1,-0.1
CC=Cc1ccc2n(c1=O)C[C@@H]1[C@@H](CO)[C@H](C(=O)NCCOC)[C@H]2N1Cc1ccccc1OC (mixture of isomers),-0.7
C[C@@H]1CN([C@H](C)CO)C(=O)c2cc(NC(=O)Nc3ccc4c(c3)OCO4)ccc2O[C@@H](C)CCCCO[C@H]1CN(C)Cc1ccc(C(=O)O)cc1,0.1
CNC[C@@H]1Oc2ccc(NS(=O)(=O)c3ccc(Cl)cc3)cc2CC(=O)N([C@@H](C)CO)C[C@H]1C,-1.6
